LEDGF integ inh: blocks HIV-1 LEDGF/p75-dependent DNA integration | TR-FRET IN-LEDGF/p75 DNA integration, Eu/Cy5 | inhibition, % at 3.7 µM | actives 0.64% (n = 370,000);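 active = inhibition above the screen-wide mean plus 3 SD, cut at about 13% in these data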;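 note: signal is the Cy5 over europium emission ratio at 671 and 618 nm; 0% = plate median of compound wells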
SIAE inh: inhibitors of human sialic acid acetylesterase SIAE; SIAE FP-Rh probe binding, fluorescence polarization; Q9HAT2; inhibition, % at 9.66 µM; actives 0.69% (n = 370,000);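 active = inhibition above a cutoff: mean of compounds within the control limits plus 3 SD of those, cut at about 17% in these data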;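 note: 0% = plate median of compound wells and 100% = probe without SIAE protein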
Target sequence (Q9HAT2 whole entry, looked up): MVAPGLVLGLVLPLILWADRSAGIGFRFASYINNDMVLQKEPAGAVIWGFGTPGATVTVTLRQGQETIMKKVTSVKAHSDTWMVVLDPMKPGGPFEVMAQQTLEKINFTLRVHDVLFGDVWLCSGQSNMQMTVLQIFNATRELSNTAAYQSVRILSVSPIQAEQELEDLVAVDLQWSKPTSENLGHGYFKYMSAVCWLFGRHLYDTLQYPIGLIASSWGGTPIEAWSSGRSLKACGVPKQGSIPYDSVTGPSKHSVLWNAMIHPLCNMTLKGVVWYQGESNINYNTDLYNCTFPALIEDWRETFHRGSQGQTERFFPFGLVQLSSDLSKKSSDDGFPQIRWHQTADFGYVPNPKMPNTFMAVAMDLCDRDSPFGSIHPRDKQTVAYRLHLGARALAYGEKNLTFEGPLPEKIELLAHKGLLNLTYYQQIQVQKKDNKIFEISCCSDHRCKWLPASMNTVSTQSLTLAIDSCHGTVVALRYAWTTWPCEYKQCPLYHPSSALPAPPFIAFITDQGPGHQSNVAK
PRMT1 inh: blocks human protein arginine methyltransferase 1; recombinant PRMT1, activity-based probe fluorescence polarization; Q99873; inhibition, % at 2.79 µM; actives 1.3% (n = 370,000);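 active = inhibition above about 21% made by adding two undisclosed values, limit read from the data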
Target sequence (Q99873 whole entry, looked up): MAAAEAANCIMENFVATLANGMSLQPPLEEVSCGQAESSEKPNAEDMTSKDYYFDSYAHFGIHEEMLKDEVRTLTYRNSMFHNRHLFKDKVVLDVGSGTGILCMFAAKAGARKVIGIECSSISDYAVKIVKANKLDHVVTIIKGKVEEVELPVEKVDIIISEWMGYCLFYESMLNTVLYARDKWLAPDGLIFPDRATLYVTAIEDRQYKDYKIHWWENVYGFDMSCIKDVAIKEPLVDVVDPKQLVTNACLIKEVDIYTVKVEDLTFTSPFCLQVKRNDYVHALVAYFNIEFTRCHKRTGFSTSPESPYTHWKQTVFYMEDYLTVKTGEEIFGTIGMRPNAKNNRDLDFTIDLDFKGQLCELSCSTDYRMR
MBD2 inh: blocks human MBD2 binding to methylated DNA; TR-FRET, MBD2 binding to methylated oligonucleotide; inhibition, % at 4.4 µM; Q9UBB5; actives 0.31% (n = 370,000); in the data active = inhibition above about 13%
HTRA1 inhibitor: HTRA1 (human) protease inhibition. AID 504803. inhibition, % at 5.96 µM. actives 0.5% (n = 340,000). Q92743. recombinant HTRA1, FP-rhodamine activity-based probe, fluorescence polarization; in the data active = inhibition above about 36%;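 note: 0% = enzyme with DMSO and 100% = wells lacking enzyme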
mABHD4 FP: inhibits mouse alpha/beta hydrolase domain 4. Q8VD66. purified mABHD4, FP-Rh probe fluorescence polarization. actives 0.54% (n = 370,000). inhibition, % at 8.92 µM;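 active = inhibition exceeding the mean over every tested compound plus 3 SD, cut at about 30% in these data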;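 note: 0% = plate median of compound wells and 100% = S159A mutant with DMSO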
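Assay system: mABHD4 protein; medium: HEPES pH 7.0, NaCl, Pluronic buffer; dosing: 8.92 µM, single dose; schedule: 45 min + 60 min at 25 °C; signal: FP readout, ex 525 nm / em 598 nm; read-out: normalized percent inhibition of probe labeling; repeats: single replicate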
TCR-CD3 inh: inhibitors of human TCR-CD3 interaction | TAMRA-labeled TCR probe fluorescence, biochemical | inhibition, % at 9.4 µM | actives 0.37% (n = 360,000); in the data active = inhibition above about 19%;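 note: recombinant mutant TCR 2C K166C tagged with TAMRA read by polarization; 0% = receptor in buffer alone and 100% = receptor with positive control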
rCAG RNA binder: r(CAG) repeat RNA binding; AID 651821; inhibition, % at 3 µM; TO-PRO-1 dye displacement fluorescence; actives 1.3% (n = 370,000);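 active = inhibition above the plate cutoff, the mean of all test compounds on that plate plus 3 SD, cut at about 35% in these data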;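 note: 0% = DMSO alone and 100% = 100 µM mitoxantrone as full dye displacement; higher means more dye released from RNA so lower well fluorescence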
GC-B act: GC-B (human) receptor activation. P20594. HEK293-GC-B cells, CNP EC30, cGMP TR-FRET; 0% at EC30 CNP, 100% saturating CNP. activation, % at 10 µM. actives 0.11% (n = 370,000). AID 1920062;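 active = activation at 10 µM reaching about 35% in either raw or pattern-adjusted values, limit read from the data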
TDP2 inh: blocks human TDP2 phosphodiesterase activity. O95551. recombinant TDP2, T5PNP hydrolysis, p-nitrophenol absorbance 415 nm. inhibition, % at 12.8 µM. actives 0.34% (n = 370,000). AID 720702;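 active = inhibition above the mean of all tested compounds plus 3 SD, set per campaign, cut at about 25% in these data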;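 note: 0% = DMSO with enzyme and 100% = buffer with substrate but no TDP2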
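Read-out basis: percent inhibition. System: recombinant human TDP2. Buffer or medium: Mg2+-containing Tris-HCl buffer, pH 7.5. Repeats: single replicate. Timing: reaction 2 h, 37 °C. Benchmarks: high control without enzyme, low control DMSO plus TDP2. Probe or stimulus: 5 mM T5PNP. Doses: 12.8 µM only. Measured by: epi absorbance of p-nitrophenol freed from T5PNP by hydrolysis.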
The depositor's hits bear a star; / = no result given. An excerpt. The share of hits here may be higher or lower than overall.

Molecule,LEDGF integ inh,TDP2 inh,rCAG RNA binder,SIAE inh,GC-B act,mABHD4 FP,HTRA1 inhibitor,MBD2 inh,PRMT1 inh,TCR-CD3 inh
CCOC(=O)C(=O)N(C)c1c(CC)nc2c(OCc3ccccc3C)cccn12,1,3,0,5,-6,1,/,0,-2,6
CC1(c2ccccc2Cl)NC(=O)N(CC(=O)NCc2ccco2)C1=O (stereo unspecified),-6,-11,-5,-7,0,2,4,-2,1,3
CCn1ccnc1CN1CCN(CC(C)C)C(CCO)C1 (stereo unspecified),-1,11,-4,13,5,7,10,-1,-3,-8
CC(=O)c1cccc(-c2ccnc3c2CC(C(=O)Nc2ccc(Cl)c(C(F)(F)F)c2)O3)c1 (stereo unspecified),1,0,6,-61,-6,-39,/,-6,-2,5
NC(=O)C[n+]1cccc(/C=N/O)c1,-6,-3,-4,0,-1,2,11,2,8,-7
Cn1c(N)c(C(=O)COC(=O)c2ccccn2)c(=O)n(C)c1=O,-4,-2,-1,4,-6,8,1,3,4,-9
O=C(NCc1ccccc1)c1onc(CSc2ccc(F)cc2)c1C(=O)NCCCN1CCOCC1,-1,-5,-8,-1,1,-2,-18,-1,-2,7
COCC(C)n1c(SCc2ccc(C(=O)OC)cc2)nc2ccccc2c1=O (stereo unspecified),1,5,1,0,-3,-9,-22,-2,-1,0
Cn1c(CN2CCOCC2)nnc1SCC(=O)Nc1cccc(C(F)(F)F)c1,-1,13,-1,11,-1,9,8,0,3,1
O=C(Nc1ccc(OCc2ccccc2)cc1)c1cccc([N+](=O)[O-])c1,-2,10,3,-3,-5,-12,-1,2,0,5

Next results follow:
Molecule,LEDGF integ inh,TDP2 inh,rCAG RNA binder,SIAE inh,GC-B act,mABHD4 FP,HTRA1 inhibitor,MBD2 inh,PRMT1 inh,TCR-CD3 inh
Cc1ccc(C(=O)CC(C(=O)O)n2ccc(C)n2)cc1 (stereo unspecified),3,-4,2,-2,1,4,-4,3,3,5
O=C(NC1CC1)C(Cc1ccccc1)NS(=O)(=O)c1ccccc1F (stereo unspecified),3,9,-4,1,0,3,-3,1,-3,3
CCC(C)NC(=O)CNC(=O)Cn1c(C)cc2ccccc2c1=O (stereo unspecified),0,-7,-1,2,2,8,-4,-2,1,4
Cc1cc(C)nc(NS(=O)(=O)c2ccc(NC(=S)NC(=O)c3ccco3)cc2)n1,5,-1,9,3,7,-2,-5,-2,3,-7
O=C1N=C(N2CCOCC2)S/C1=C/c1ccc(-c2ccccc2Cl)o1,-4,12,5,4,23,-2,0,1,0,0
O=C(CCCN1C(=O)c2ccccc2C1=O)Nc1nccs1,0,-4,0,-7,-2,1,0,-1,1,4
CC1(C)CC(=O)N(Cc2ccccc2)C(=O)C1,0,1,3,-1,1,1,-6,2,2,-2
COc1cccc(-n2c(SCC(=O)NC3CC3)nc3ccccc3c2=O)c1,2,-4,6,-1,0,2,4,2,-5,-2
O=C(CC1C(=O)NCCN1Cc1cccc(Oc2ccccc2)c1)NCCn1cccn1 (stereo unspecified),2,3,-6,12,12,-6,1,0,-3,3
CC1=CC(C)(C)NC(=S)N1c1cccc2ccccc12,1,-8,4,1,3,-12,0,3,10,-11

New compounds follow
Molecule,LEDGF integ inh,TDP2 inh,rCAG RNA binder,SIAE inh,GC-B act,mABHD4 FP,HTRA1 inhibitor,MBD2 inh,PRMT1 inh,TCR-CD3 inh
O=C(CCC(=O)NNC(=O)c1ccccc1[N+](=O)[O-])NCc1ccccc1,-1,-1,-1,0,1,5,/,5,-3,12
O=C(CCN1C(=O)c2ccccc2C1=O)Nc1ccc2c(c1)OCCO2,2,5,-3,3,-1,-2,2,3,-2,7
CCOc1ccccc1NC(=O)Nc1cccc(NC(C)=O)c1,1,10,0,9,-11,2,3,1,-6,-2
c1ccc2c(c1)N1CCCN=C1N2CCN1CCCCC1,1,-1,0,10,5,1,2,-5,-1,9
COC(=O)C1=C(C)N(Cc2ccc(Cl)cc2)C(=S)NC1c1cccc(OC)c1 (stereo unspecified),-5,-6,2,-13,-9,-17,/,1,-2,5
O=C(O)c1ccccc1C(=O)Nc1ccc(Oc2cccc3ccccc23)cc1,0,0,5,7,-1,4,-6,-4,3,-4
Cc1ccc(C(C(=O)NCc2ccco2)N(CCc2ccccc2)C(=O)Cn2nnc3ccccc32)o1 (stereo unspecified),-1,-23,1,-14,-15,-11,-5,1,-4,4
CC1=CCn2c(=O)c3ccccc3c(=O)n2C1,-1,-18,3,4,-2,-2,-6,0,-5,-10
COc1ccccc1S(=O)(=O)N1CCC(C(=O)O)(c2ccccc2)CC1,-4,0,4,-4,2,2,-1,6,-2,2
O=C(NNC(=S)NCc1ccco1)c1cccs1,2,-15,5,-3,4,-9,3,-5,-1,-4

Continued.
Molecule,LEDGF integ inh,TDP2 inh,rCAG RNA binder,SIAE inh,GC-B act,mABHD4 FP,HTRA1 inhibitor,MBD2 inh,PRMT1 inh,TCR-CD3 inh
COc1cc(/C=N/Nc2snc(SC)c2C#N)ccc1O,0,7,28,-3,-12,20,8,0,-3,-7
COc1cccc(NCc2ccc([N+](=O)[O-])s2)c1,3,5,11,1,-4,8,7,-3,4,-4
C[C@H]1CN([C@@H](C)CO)C(=O)CCCn2cc(nn2)CO[C@@H]1CN(C)S(=O)(=O)c1ccc2ccccc2c1,0,3,6,2,5,1,-1,-3,3,0
CCOC(=O)CC[C@@H]1CC[C@]2(CCCN(C(=O)c3ccc4ccccc4n3)C2)O1,-2,5,-1,1,-2,3,/,-6,8,/
CCN(Cc1cc2cc(OC)ccc2[nH]c1=O)C(=O)Cc1ccc(OC)cc1,1,-9,-1,-3,0,3,-5,0,-1,-1
C[C@@H](c1ccccc1)N1C[C@H](COCc2ccccc2)Oc2cc(N3CC[C@@H](O)C3)ccc2S1(=O)=O,6,-9,6,3,0,-7,/,-1,-5,-5
Cn1c(/N=C(\N)c2ccccc2)nc2ccccc21,2,0,1,6,-1,-4,-1,-1,1,0
O=C(CNCCc1ccc(Cl)cc1Cl)NCc1ccco1,2,-2,-5,-3,3,-1,3,-3,-5,-1
COc1ccccc1CNc1nc2nc3c(c(=O)n2[nH]1)CCC3,-4,-11,3,-3,0,-1,5,-1,0,3
O=C(c1ccco1)c1nnn(Cc2ccccc2)c1-c1ccccc1,4,6,0,4,5,-5,-10,-3,-2,1

(next part)
Molecule,LEDGF integ inh,TDP2 inh,rCAG RNA binder,SIAE inh,GC-B act,mABHD4 FP,HTRA1 inhibitor,MBD2 inh,PRMT1 inh,TCR-CD3 inh
Cc1occc1-c1nnc(SCC(=O)NCc2ccco2)n1CC(C)C,11,2,7,8,3,1,-3,-3,10,-6
C#CCOCCOCCOCCNc1nc(N2CCOCC2)nc(N2CCN(C(=O)[C@H](CO)n3cc([C@@H](N)C(C)C)nn3)CC2)n1,-4,-1,-6,3,3,8,-1,3,2,6
COc1ccc(Cl)cc1NC(=O)CSc1sc2c(O)cc(=O)[nH]c2c1C#N,7,-8,55*,-56,-3,-11,-44,2,29*,9
Cc1ccc(C(=O)NNC(=O)CSc2nnc(CNc3ccc(F)cc3)n2C)cc1,0,-2,4,2,2,-13,/,9,5,-8
COc1cc(C(=S)N2CCOCC2)ccc1OC(=O)Cc1ccc(F)cc1,1,-4,-3,6,4,-12,-2,-5,-3,4
COc1cccc(C2=CC(=O)C[C@H](c3ccc(Cl)cc3)C2)c1OC,-3,2,-1,3,3,-10,-27,-4,4,4
Cc1ccc(S(=O)(=O)/N=C2/NC(=O)/C(=C/c3ccncc3)S2)cc1,1,6,4,2,2,-2,/,-11,-1,2
CC(=O)c1cc(CN2CCN(C3CCCCC3)C(CCO)C2)cs1 (stereo unspecified),-3,3,-1,6,0,7,-8,-1,0,-12
CCO[C@H]1OC(C(=O)N2CCN(C)CC2)=C[C@@H](c2ccc3c(c2)OCO3)[C@@H]1CCCO,3,-6,-4,-3,3,-6,-5,2,-2,-3
CNC[C@H]1Oc2ccc(NC(=O)C3CCCCC3)cc2CC(=O)N([C@H](C)CO)C[C@@H]1C,-3,6,-2,4,1,5,2,4,-3,1

2 compounds picked at random from the list so far:
Molecule,LEDGF integ inh,TDP2 inh,rCAG RNA binder,SIAE inh,GC-B act,mABHD4 FP,HTRA1 inhibitor,MBD2 inh,PRMT1 inh,TCR-CD3 inh
CCO[C@H]1OC(C(=O)N2CCN(C)CC2)=C[C@@H](c2ccc3c(c2)OCO3)[C@@H]1CCCO,3,-6,-4,-3,3,-6,-5,2,-2,-3
C#CCOCCOCCOCCNc1nc(N2CCOCC2)nc(N2CCN(C(=O)[C@H](CO)n3cc([C@@H](N)C(C)C)nn3)CC2)n1,-4,-1,-6,3,3,8,-1,3,2,6

(more compounds)
Molecule,LEDGF integ inh,TDP2 inh,rCAG RNA binder,SIAE inh,GC-B act,mABHD4 FP,HTRA1 inhibitor,MBD2 inh,PRMT1 inh,TCR-CD3 inh
CC(C)COC(=O)c1ccc(N2C(=O)c3ccccc3C2=O)cc1,0,-2,-5,-2,1,-1,-3,6,-3,3
O=C(Nc1ccccc1[N+](=O)[O-])C1COc2ccccc2O1 (stereo unspecified),-4,-8,-3,-1,-7,1,2,-2,3,-2
Cc1ccc(Oc2ccc(Cl)cc2NC(=O)c2cnccn2)cc1,1,-4,1,0,-11,0,3,0,-2,-2
Fc1ccc(NC(=S)Nc2cccc3cnccc23)cc1,0,30*,4,6,-2,0,2,0,10,-1
O=C(NC1CC1)c1ccc2c(c1)N(Cc1ccc(Cl)cc1)CCS2,-7,10,2,2,-3,-6,-7,1,1,-2
CCOC(=O)C1CCCN(Cc2ccc(OCC)cc2)C1 (stereo unspecified),-3,-4,-2,2,0,2,4,0,0,1
O=C(CCCn1cc([N+](=O)[O-])cn1)Nc1cccnc1,0,15,8,4,1,1,-5,-4,-1,0
COc1ccccc1-c1nc(C#N)c(N2CCCCCC2)o1,1,1,-6,2,-15,-6,4,-1,6,2
CC(=O)Nc1ccc(NC(=O)CCCc2c[nH]c3ccccc23)cc1,-1,-6,1,-3,1,-7,3,0,5,-5

Screening data: PubChem, several laboratories
